# Bioassay records as filed in PubChem.
# Rab9 promoter act: Rab9 promoter activation; Huh7 Rab9 promoter-luciferase reporter, luminescence, 24 h; Potency, µM (doses to about 9.22 µM), for the others: at the top dose activation, negative = inhibition, actives largely listed as activators; 2.8% of 320,000 active; note: potency is the fitted concentration of half-maximal effect; % of control where 0% means no effect; nearly all actives have a fitted effect of over 60% in size
#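 Stable Rab9-luc Huh7, 1500 cells/well, 2 h settle; cmpd in DMSO, 24 h, 37 °C/5% CO2; luciferase reagent 10 min RT; luminescence.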
# RORg inh: inhibitors of mouse ROR gamma transcriptional activity | P51450 | Drosophila S2 Gal4-RORgamma UAS-luciferase reporter, 20 h | Potency, µM (series often up to 53.6 µM), inactives show top-dose activity change, negative = inhibition, actives largely listed as inhibitors | 5.4% of 310,000 active | AID 2551; note: potency is the fitted concentration of half-maximal effect; % is set by controls: 0 for no effect and ±100 for the full control effect; nearly all actives have a fitted effect of over 60% in size
# Target sequence (P51450 whole entry, looked up, the tested form may be a part): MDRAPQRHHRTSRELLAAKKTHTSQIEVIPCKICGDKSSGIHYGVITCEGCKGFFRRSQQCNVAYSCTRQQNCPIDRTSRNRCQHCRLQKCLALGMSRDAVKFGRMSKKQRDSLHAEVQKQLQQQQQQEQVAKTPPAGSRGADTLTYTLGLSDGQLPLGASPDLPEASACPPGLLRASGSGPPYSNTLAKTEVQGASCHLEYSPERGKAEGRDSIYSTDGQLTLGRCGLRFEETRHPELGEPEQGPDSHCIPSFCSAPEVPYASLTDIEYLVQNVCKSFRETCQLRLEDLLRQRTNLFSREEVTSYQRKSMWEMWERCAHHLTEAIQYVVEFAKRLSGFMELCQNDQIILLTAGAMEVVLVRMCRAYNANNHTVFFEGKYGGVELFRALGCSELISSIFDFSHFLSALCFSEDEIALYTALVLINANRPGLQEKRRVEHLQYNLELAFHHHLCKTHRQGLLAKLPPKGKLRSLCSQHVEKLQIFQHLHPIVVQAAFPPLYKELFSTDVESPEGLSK
#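 ROR gamma transcriptional activity was tracked as Gal4-UAS luciferase output in stably transfected Drosophila Schneider cells, with compound added 1 hr before 700 uM copper sulfate induction and a 20 hr ambient-temperature incubation.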
# MBNL1-CUG inh: blocks human MBNL1 binding to CUG repeat RNA; TR-FRET MBNL1-His/biotin-(CUG)12 binding, 665/545 ratio; AID 2675; Potency, µM (top dose mostly 57.5 µM), without a hit: at the top dose activity change, negative = inhibition, hits mostly inhibitors; 0.036% of 280,000 active; Q9NR56; active = well fitted inhibition curve with a large enough effect in the signal ratio, with a control signal flat, not every such curve was filed as active; inconclusive = small, poorly fitted or top-dose-only effect, or effect the other way, or a change in a side signal; inactive = no such curve, though single readings can be large or run the other way; the % refers to the signal ratio; note: potency is the fitted concentration of half-maximal effect; % is set by controls: 0 for no effect and ±100 for the full control effect
#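 TR-FRET readout: Ex 340 nm, 665/545 nm emission ratio, normalized to buffer-only (basal) and MBNL1-(CUG)12 controls. Complex of MBNL1-His with Biotin-(CUG)12, compounds 92 nM–58 uM, incubated 60 min at room temperature.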
# Menin-MLL TR inh: menin-MLL binding inhibition, Texas Red mutant peptide; Menin + Texas Red MLL mutant peptide, fluorescence polarization; O00255; Potency, µM (titrated, usually from 61.6 µM), for inactives: at the highest dose FP activity change, negative = inhibition, usual class: inhibitors; AID 1768; 0.23% of 270,000 active; active = well fitted inhibition curve with a large enough effect in the polarisation, with a control signal flat, not every such curve was filed as active; inconclusive = small, poorly fitted or top-dose-only effect, or effect the other way, or a change in a side signal; inactive = no such curve, though single readings can be large or run the other way; the % refers to the polarisation; note: potency is the fitted concentration of half-maximal effect; % of control where 0% means no effect; many of its hits are not listed in these tables
# PKM2 activator: increases activity of human pyruvate kinase M2 | Potency, µM (series often up to 57.5 µM), for inactives: at the top dose activation, most hits filed as activators | 0.34% of 260,000 active | purified PKM2, Kinase-Glo ATP luminescence, activation; response scale: 0% is enzyme alone, no compound | P14618 | AID 1631; note: potency is the fitted concentration of half-maximal effect; % is set by controls: 0 for no effect and ±100 for the full control effect; nearly all actives have a fitted effect of over 55% in size
# Target sequence (P14618 whole entry, looked up): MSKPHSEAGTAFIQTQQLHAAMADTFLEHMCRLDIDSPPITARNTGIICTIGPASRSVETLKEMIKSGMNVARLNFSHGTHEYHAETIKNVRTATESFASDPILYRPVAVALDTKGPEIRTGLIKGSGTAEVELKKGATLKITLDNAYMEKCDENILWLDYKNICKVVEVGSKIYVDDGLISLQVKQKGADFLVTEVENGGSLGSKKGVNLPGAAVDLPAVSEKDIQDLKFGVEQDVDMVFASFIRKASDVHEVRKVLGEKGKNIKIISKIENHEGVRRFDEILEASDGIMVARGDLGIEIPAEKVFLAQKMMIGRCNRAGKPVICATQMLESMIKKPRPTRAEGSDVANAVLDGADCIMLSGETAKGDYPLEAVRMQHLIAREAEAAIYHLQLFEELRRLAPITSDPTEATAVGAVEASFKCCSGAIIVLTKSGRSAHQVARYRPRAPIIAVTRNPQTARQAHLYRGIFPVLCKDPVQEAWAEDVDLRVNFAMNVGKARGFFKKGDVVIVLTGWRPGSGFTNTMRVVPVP
#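 ATP formation by purified human PK-M2, quantified via coupled luciferase luminescence after 1 h at room temperature with 0.1 mM ADP and 0.5 mM PEP final.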
# VP16 counter: Gal4-VP16 reporter inhibition counter-screen; Drosophila S2 Gal4-VP16 UAS-luciferase, luminescence, 20 h; Potency, µM (series often up to 53.6 µM), inactives show at the top dose activity, negative = inhibition, actives largely listed as inhibitors; AID 2546; 3.5% of 310,000 active;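 note: Gal4-VP16 expression switched on by copper sulfate through the metallothionein promoter; potency is the fitted concentration of half-maximal effect; % is set by controls: 0 for no effect and ±100 for the full control effect; nearly all actives have a fitted effect of over 50% in size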
# ELG1 repair inh: blocks ELG1-dependent DNA repair in HEK293T cells | HEK293T ELG1-luciferase reporter, luminescence, 16 h; DNA damage induced by 5-fluorouridine | Potency, µM (highest dose often 46.1 µM), inactives show top-dose activity change, negative = inhibition, most hits filed as inhibitors | 2.3% of 330,000 active | AID 504467; note: potency is the fitted concentration of half-maximal effect; % is set by controls: 0 for no effect and ±100 for the full control effect; nearly all actives have a fitted effect of over 55% in size
#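 DMSO vehicle served as the neutral condition. Each well held 2,000 cells given 5-fluorouridine plus compound; after 16 hr at 37 °C/5% CO2, ONE-Glo was added and luciferase measured 30 min later.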
# Mito fusion act: mitochondrial division inhibition or fusion activation; 0.23% of 320,000 active; S. cerevisiae fusion-defective mutant growth rescue, CellTiterGlo 48 h; Potency, µM (titrated, usually from 46.1 µM), without a hit: at the top dose growth rescue (activation), most hits filed as activators;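 note: potency is the fitted concentration of half-maximal effect; % of control where 0% means no effect; nearly all actives have a fitted effect of over 45% in size; temperature-sensitive fusion mutants such as fzo1-1 at 37 °C on non-fermentable ethanol glycerol medium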
#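 Temperature-sensitive fusion-defective S. cerevisiae (e.g. fzo1-1, mgm1-5) were grown with compound in YPEG medium (3% ethanol, 3% glycerol) for 48 hours at 37C. Growth rescue was measured as viability by CellTiterGlo luminescence after 10 minutes at ambient.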
# FLuc counter: counter-screen for miR-21 project: firefly luciferase inhibitors or activators; P08659; purified FLuc, Km substrates, luminescence inhibition; Potency, µM (top dose mostly 57.5 µM), for inactives: top-dose activity change, negative = inhibition, usual class: inhibitors; 6.9% of 360,000 active; AID 588342;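 note: potency is the fitted concentration of half-maximal effect; plate controls were vehicle for no effect and reference inhibitor for full effect; nearly all actives have a fitted effect of over 55% in size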
#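 Purified P. pyralis luciferase (10nM final) with 10uM D-luciferin and 10uM ATP (Km levels) in 50mM Tris acetate pH 7.5, 10mM Mg acetate, 0.01% Tween-20, 0.05% BSA; qHTS 6-point titration, ~60 µM downward; luminescence read.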
# NPC1 prom act: activators of NPC1 promoter; Potency, µM (highest dose often 9.22 µM), without a hit: at the top dose activation, most hits filed as activators; Huh7 NPC1 promoter luciferase reporter, 24 h; 2.4% of 320,000 active; AID 485313;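 note: potency is the fitted concentration of half-maximal effect; % of control where 0% means no effect; nearly all actives have a fitted effect of over 60% in size; reporter is driven by a mutant NPC1 promoter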
#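 Stable NPC1-promoter luciferase Huh7 line; cpd (DMSO) 24 h, 37 °C, 5% CO2; Amplite luciferase reagent 10 min RT; luminescence readout. qHTS format.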
# KCNH2 3.1 inh: KCNH2 3.1 (human) potassium channel inhibition | U2OS KCNH2 3.1, thallium flux FluxOr; stronger effect = lower value | activity change, % (tested at about 1.8 µM) | 0.95% of 340,000 active | AID 720553;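 active = maximum activity change below -70%; inconclusive = maximum activity change from -70% to -50%; inactive = maximum activity change above -50%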;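 note: thallium influx rate constant from kinetic fluorescence after stimulation buffer; % is set by controls: 0 for no effect and ±100 for the full control effect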
#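 FluxOr-based Tl+ influx in U2OS cells transduced with KCNH2 3.1 virus; rate constants normalized to DMSO controls.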
# * marks the source's active call; other numbers are inactive results; ? = inconclusive; / = not tested or not shown; [ ] = remark or other dose. Unless noted, calls come from the whole dose curve; as a rule, active = well fitted curve in the direction sought with a large enough effect; inconclusive = small, poorly fitted or top-dose-only effect, or another doubt; inactive = no such curve, though single readings can be large; an effect the other way counts as inactive or inconclusive. Some of the compounds tested (hit frequency here may not be typical).
SMILES,Rab9 promoter act,RORg inh,MBNL1-CUG inh,Menin-MLL TR inh,PKM2 activator,VP16 counter,ELG1 repair inh,Mito fusion act,FLuc counter,NPC1 prom act,KCNH2 3.1 inh
CCN(CC)S(=O)(=O)c1ccc(C(=O)OCCN2C(=O)CCC2=O)cc1,2.3%,-12.3%,-12.8%,1.4%[11.7 µM],-1.1%,-4.0%,1.1%,-3.6%,-0.4%,-2.1%,-16.6
CN(CCS(=O)(=O)c1ccc(Cl)cc1)Cc1cccnc1,-8.3%,20.6%,-17.2%,/,-0.8%,2.6%,-0.2%,-3.8%,-1.2%,1.5%,-14.6
COc1ccccc1-c1c(C)oc2c(CN3CCN(CCO)CC3)c(O)ccc2c1=O,-2.6%,-25.2%,5.4%,-8.0%,-0.6%,-10.7%,5.5%,-0.7%,0.3%,-2.9%,11.4
Cc1cccc(NC(=O)CSCc2nc3c(nnn3Cc3ccc(F)cc3)c(=O)[nH]2)c1C,-5.5%,0.9%,-15.5%,-3.8%,-13.4%,1.3%,-1.2%,-5.1%,-8.9%,-8.7%,-15.3
CC(C)Sc1nc(-c2ccccc2)cc(=O)[nH]1,8.8%,-0.7%,5.7%,-1.0%,-0.8%,-7.0%,-28.6%,-0.4%,-0.6%,-3.9%,-16.7
CSC1=N/C(=C\c2cccc(F)c2)C(=O)S1,3.5%,-16.1%,-2.3%,8.8%,0.7%,6.0%,0.8%,-0.6%,-14.7%,1.5%,4.1
Cc1ccc(C)c(NC(=O)C2CCC(C)(C(=O)O)C2(C)C)c1 (stereo not given),-1.3%,22.1%,-0.9%,4.1%,-10.5%,?,3.8%,3.6%,-3.3%,-0.4%,-10.9
CC(=O)c1ccc(S(=O)(=O)N(C)C(C)CCc2ccco2)cc1 (stereo not given),-2.6%,1.7%,-2.9%,22.7%,/,-11.6%,0.8%,2.0%,-0.7%,-5.1%,19.8
COC(=O)c1ccc(/C=N/N2CCN(Cc3ccc(C)cc3C)CC2)cc1,-2.3%,6.1%,-10.2%,3.0%,-4.7%,7.1%,2.2%,5.7%,-0.6%,-1.9%,-10.6
O=C(CCC(=O)N1CCN(Cc2ccccc2)CC1)Nc1nnc(C2CCCCC2)s1,-1.2%,-5.0%,1.5%,/,/,-2.3%,?,0.4%,-1.3%,-2.0%,-13.0
O=c1cc(CO)oc(C(Nc2cccc(C(F)(F)F)c2)c2ccccn2)c1O (stereo not given),0.9%,-6.7%,5.2%,-4.5%,25.1µM*,-2.7%,5.4%,-4.3%,-11.4%,-4.6%,4.9
CCCCNC(=O)c1ccc(NC(=O)C2CCCO2)cc1 (stereo not given),-5.0%,-33.3%[0.365 µM],-6.2%,-1.5%,-11.4%,/,24.9%,-5.4%,-4.7%,-2.6%,12.5
O=C(/C=C\Nc1ccccn1)c1ccc(Cl)cc1,0.1µM*,7.08µM*,10.9%,-27.4%,-24.8%,10µM*,?,4.3%,0.19µM*,0.282µM*,-30.6
CCc1nc(SCC(=O)NCCc2ccccc2)c2c(=O)n(C)c(=O)n(C)c2n1,0.3%,31.9%,-5.6%,/,6.8%,-3.9%,-8.6%,0.5%,-3.2%,-1.1%,7.6
COc1ccc(CC(=O)Nc2cccc(S(=O)(=O)N3CCCCCC3)c2)cc1OC,-26.0%,-25.0%,/,-2.5%,-0.3%,11.2µM*,-19.7%,-3.6%,-1.2%,-22.9%,-3.2
CC1=C(C(=O)c2ccccc2)C(c2ccc(O)cc2)NC(=S)N1 (stereo not given),-0.7%,-20.1%,0.2%,/,-1.1%,8.6%,-5.2%,-3.4%,-0.4%,1.2%,-3.1
C=CCN1N=C(c2ccc(Cl)s2)CSC1=O,4.9%,9.7%,18.9%,22.6%,4.7%,1.2%,13.6%,-3.3%,3.5%,-2.0%,2.9
CCN(CC(=O)Nc1cc(Cl)ccc1C)C(=O)c1ccc(N2CCCC2=O)cc1,-2.9%,/,/,/,/,/,?,-7.4%,5.4%,-2.8%,22.7
CCOC(=O)[C@H]1[C@H]2COc3cc(OC)ccc3[C@@H]2N2C(=O)CN(Cc3ccccc3)C(=O)[C@@]12C,2.1%,/,/,/,/,/,0.2%,4.4%,2.7%,-2.3%,-1.2
O=C(Nc1c2c(nc3ccccc13)CCCC2)c1ccccc1Cl,8.1%,3.5%,?,0.7%,1.6%,-3.4%,-0.3%,-4.0%,4.7%,-4.2%,14.5
CCOC(=O)c1ccc(NC(=O)CCNS(=O)(=O)c2ccc3c(c2)oc(=O)n3C)cc1,-2.1%,-5.9%,0.9%,1.0%,-5.1%,-4.7%,19.2%,-0.6%,0.2%,-0.6%,-7.2
O=C(COC(=O)c1ccc(-c2ccccc2)cc1)Nc1ccccc1-c1ccccc1,-7.5%,31.2%,-4.2%,-4.6%,-3.1%,?,3.1%,17.6%,1.3%,3.8%,-21.3
CC(=O)Cc1nsc(Nc2cccc(C)c2)n1,18.1%,-6.2%,/,10.7%,-4.6%,12.2%,?,16.2%,-10.9%,18.9%,5.7
COc1ccccc1-c1nc2n(n1)C(c1cccs1)C(C(=O)Nc1cccnc1)=C(C)N2 (stereo not given),-5.8%,5.8%,-7.3%,-6.3%,2.8%,-3.7%,?,-0.5%,-1.8%,-0.3%,-1.8
CS(=O)(=O)c1ccc2nc(NC(=O)c3ccc(S(=O)(=O)NCC4CCCO4)cc3)sc2c1 (stereo not given),-3.7%,28.5%,22.7%,5.9%,-4.7%,-9.8%,?,6.7%,?,-3.8%,11.4
O=C(CN1C(=O)C2CCCCC2C1=O)Nc1nc(-c2ccc(F)cc2)cs1 (stereo not given),-0.3%,/,/,/,/,/,?,-1.1%,6.0%,-0.3%,0.9
COc1cc(NC(=O)CSCc2ccccc2)c(C(=O)O)cc1OC,-4.6%,-17.7%,-21.7%,7.2%,1.4%[11.5 µM],-5.7%,-11.5%,0.8%,-1.7%,2.9%,5.0
CCC[N+](CC#CCO)(CC#Cc1ccccc1)CCC,-3.6%,21.3%,5.1%,/,1.0%,-3.0%,?,-0.3%,-0.5%,-3.8%,-0.2
COC(=O)c1cc(-c2ccccc2)sc1NC(=O)c1cc(C)on1,-0.8%,-6.5%,?,-15.3%,1.2%,-7.1%,2.6%,2.1%,1.6%,3.0%,/
O=C(O)c1cccc(N2C(=O)c3ccc4c5c(ccc(c35)C2=O)C(=O)N(c2cccc(C(=O)O)c2)C4=O)c1,-5.3%,-3.2%,?,/,-2.8%,-1.1%,-11.1%,0.0%,0.8%,-3.4%,-17.7
C=CCn1c(SCC(=O)NC(=O)NCC(C)C)nnc1C1CCCCC1,-10.7%,18.1%,3.3%,-10.7%,-15.8%,-2.3%,5.3%,-2.6%,-0.5%,0.4%,4.8
CCN(CC)c1ccc(/C=c2\sc3nc4ccccc4n3c2=O)c(O)c1,2.2%,-2.7%,?,?,-29.7%,?,?,-8.2%,?,3.6%,-3.2
CCCCCOc1ccc2oc(=O)c3c(c2c1)CCCN3C(=O)CN1CCCC(C(=O)OCC)C1 (stereo not given),-5.8%,?,11.4%,?,5.2%,?,-20.1%,21.9%,3.8%,-3.3%,/
NC1=NC(=O)C(Cc2ccc(F)cc2)S1 (stereo not given),-0.8%,-29.9%,-4.4%,1.4%,2.1%,-1.8%,15.8%,0.5%,-7.1%,-3.5%,11.2
Cc1cc(NC(=O)COC(=O)c2ccccc2S(=O)(=O)N(C)c2ccccc2)no1,8.2%,3.2%,-1.7%,-1.6%,-4.1%,-9.5%,16.0%,-0.2%,3.8%,-10.9%,7.0
CCOc1cc(OCC)cc(C(=O)O)c1,4.4%,-1.0%,6.0%,-0.8%,-1.5%,2.3%,0.0%,4.6%,-1.9%,-1.2%,18.6
Cc1cc(C(=O)Nc2cccc(S(=O)(=O)N3CCCC3)c2)c2ccccc2n1,-8.4%,/,/,/,/,/,?,6.6%,/,-1.4%,-11.1
COc1cc(C)c(C(C)C)cc1S(=O)(=O)n1ccnc1,1.2%,-10.1%,?,-4.8%,9.3%,-6.7%,-0.1%,14.6%,1.9%,1.6%,-13.8
CCOC(=O)Nc1cc(C(=O)OC)cc(C(=O)OC)c1,1.5%,6.4%,-3.7%,15.9%,-0.5%,1.5%,-2.6%,-1.4%,0.2%,-5.2%,4.3
CC1CCN(c2ccc(NC(=O)c3ccccc3[N+](=O)[O-])cc2)CC1,25.4%,14.5%,13.8%,?,-1.3%,-15.1%,?,-1.4%,-11.7%,11.6%,6.9
